Screens (PubChem BioAssay)
CXCR6 inh = inhibitors of human CXCR6 receptor; inhibition, % at 20 µM; O00574; CHO-K1 PathHunter CXCR6 beta-arrestin, luminescence; AID 602244; actives 0.36% (n = 360,000); in the data active means inhibition above about 34%, passing the limit was not always enough;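 further: antagonist mode with CXCL16 agonist at 10 nM final; 0% = 10 nM CXCL16 with DMSO and 100% = unstimulated wells without agonist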
Target sequence (O00574 whole entry, looked up): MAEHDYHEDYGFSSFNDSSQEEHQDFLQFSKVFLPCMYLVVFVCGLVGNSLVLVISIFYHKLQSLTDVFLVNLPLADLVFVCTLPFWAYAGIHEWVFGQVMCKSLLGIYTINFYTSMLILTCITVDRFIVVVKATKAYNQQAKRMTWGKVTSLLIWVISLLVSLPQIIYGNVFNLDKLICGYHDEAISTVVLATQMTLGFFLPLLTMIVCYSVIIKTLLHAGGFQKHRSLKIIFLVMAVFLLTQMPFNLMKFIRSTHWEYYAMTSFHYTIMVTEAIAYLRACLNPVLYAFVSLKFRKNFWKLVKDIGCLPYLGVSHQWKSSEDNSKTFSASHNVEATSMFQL
A3A deaminase = blocks human APOBEC3A ssDNA deamination; P31941; recombinant A3A, FAM/TAMRA ssDNA deamination fluorescence; inhibition, % at 20 µM; actives 0.41% (n = 330,000);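 active means at least 40% inhibition at 20 µM here, with at most 30% in a related deaminase screen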;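 further: plate controls were A3A with DMSO for no effect and wells lacking A3A enzyme for full effect; some results filed as inactive read as strong as hits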
Gli-Sufu block = blocks Gli-Sufu signaling in a luciferase reporter. Sufu-KO-LIGHT fibroblasts, Gli luciferase reporter luminescence. inhibition, % at 5 µM. actives 0.74% (n = 340,000). AID 588413;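 active means inhibition above about 55%, limit read from the data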;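 further: 0% = DMSO-treated cells and 100% = wells with medium but no cells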
A3G deaminase = APOBEC3G (human) deaminase inhibition; recombinant A3G, ssDNA deamination FAM/TAMRA fluorescence; AID 493012; actives 0.28% (n = 330,000); inhibition, % at 20 µM;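 active means inhibition of at least 40% at 20 µM, with no more than 30% in the related APOBEC3A deaminase screen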;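 further: plate controls were DMSO wells with A3G for no effect and wells lacking A3G enzyme for full effect; some compounds called inactive have numbers as strong as hits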
GRIN3A LBD mod = modulators (binders) of human NR3A ligand-binding domain | actives 2.5% (n = 340,000) | AID 1259313 | NR3A LBD differential scanning fluorimetry, Tm shift; 0% = protein alone, 100% = glycine-bound protein | Tm shift relative to glycine control, % at 25 µM;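 active means melting temperature shift of at least 10% of the positive control shift, at one fixed dose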
CCR6 antagonist = CCR6 (human) receptor antagonism | AID 493098 | inhibition, % at 20 µM | actives 0.49% (n = 340,000) | P51684 | CHO-K1 CCR6 PathHunter beta-arrestin, luminescence, CCL20-stimulated;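 active means compounds whose inhibition of the agonist-driven luminescence signal at 20 µM reaches about 50%, limit read from the data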;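 further: cells stimulated with CCL20 at 14 nM final; plate controls were DMSO with CCL20 for no effect and DMSO without agonist for full effect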
Target sequence (P51684 whole entry, looked up): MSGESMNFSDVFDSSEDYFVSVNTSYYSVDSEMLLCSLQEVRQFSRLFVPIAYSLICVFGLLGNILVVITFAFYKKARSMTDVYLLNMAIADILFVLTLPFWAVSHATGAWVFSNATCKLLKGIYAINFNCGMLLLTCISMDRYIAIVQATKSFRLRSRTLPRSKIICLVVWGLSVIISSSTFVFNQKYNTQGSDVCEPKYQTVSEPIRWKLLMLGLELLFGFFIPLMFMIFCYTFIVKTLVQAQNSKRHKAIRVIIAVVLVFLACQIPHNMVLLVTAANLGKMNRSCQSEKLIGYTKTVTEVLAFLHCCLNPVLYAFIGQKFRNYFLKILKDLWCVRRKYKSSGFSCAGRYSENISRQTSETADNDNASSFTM
EBI2 block = EBI2 (human) antagonism | AID 651636 | actives 0.81% (n = 360,000) | inhibition, % at 5 µM | EBI2 beta-arrestin recruitment, luminescence, 7a,25-OHC stimulated; in the data active means inhibition above about 38%;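 further: enzyme fragment complementation signal reports receptor beta-arrestin coupling in cells; 0% = agonist plus DMSO wells and 100% = wells without agonist; some results beyond the cut were filed as inactive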
Target sequence (P32249 whole entry, looked up, the tested form may be a part): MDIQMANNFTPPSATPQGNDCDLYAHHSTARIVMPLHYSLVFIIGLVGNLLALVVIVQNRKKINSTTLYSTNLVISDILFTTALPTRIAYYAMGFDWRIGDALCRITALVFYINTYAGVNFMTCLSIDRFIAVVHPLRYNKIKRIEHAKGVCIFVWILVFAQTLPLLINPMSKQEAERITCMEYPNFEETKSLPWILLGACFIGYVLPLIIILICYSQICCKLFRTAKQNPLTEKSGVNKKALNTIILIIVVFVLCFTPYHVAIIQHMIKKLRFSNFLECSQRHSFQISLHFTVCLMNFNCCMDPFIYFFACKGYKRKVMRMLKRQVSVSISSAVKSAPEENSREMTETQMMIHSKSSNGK
MPTP inh = blocks calcium-induced mitochondrial swelling; isolated mouse mitochondria, Ca2+ swelling absorbance, 30 min; inhibition, % at 10 µM; actives 1.4% (n = 360,000); AID 602449;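 active means inhibition of 50% or more, scaled per plate between neutral and stimulator controls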;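 further: 0% = DMSO wells given calcium and 100% = 1 mM EGTA wells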
Numbers without * were called inactive; x = not tested or not shown; & = joins results of further samples.

Below each SMILES: CXCR6 inh	A3A deaminase	Gli-Sufu block	A3G deaminase	GRIN3A LBD mod	CCR6 antagonist	EBI2 block	MPTP inh
- COc1ccc(NC(=O)CSc2nnc(-c3cccc(O)c3)o2)cc1
  -2	-3	5	-8	14*	0	-14	-1.0
- CC(=O)Cn1ncc(N2CCOCC2)c(Br)c1=O
  1	-4	-8	-9	-1	-10	-13	-0.1
- Cc1ccc(NC(=O)COC(=O)CCNS(=O)(=O)c2c(Cl)cccc2Cl)cc1
  3	8	3	-4	-7	21	-3	-0.5
- O=C(CCc1nc(-c2ccccc2Cl)no1)NCCc1ccccc1
  4	-4	-3	-8	0	-2	-1	-1.3
- CC1CCC(NC(=O)CCN2C(=O)C3CC=CCC3C2=O)CC1 (centres undefined)
  -9	3	1	-5	-1	4	0	0.0
- COc1ccccc1C(=O)NNC(=O)C(=O)Nc1cccc(Cl)c1C
  11	0	-13	-3	-1	19	2	1.5
- Cc1cnc(C(=O)N2CCCC(C(=O)c3ccc(C(F)(F)F)cc3)C2)cn1 (centres undefined)
  5	-4	-3	-7	0	15	-4	-1.6
- COc1ccc(S(=O)(=O)N(C)CC(=O)Nc2ccc3c(c2)OCO3)cc1OC
  -8	-2	0	-4	1	8	-1	0.0
- COc1ccc(NC(=O)CN(C)C(=O)CCCc2c[nH]c3ccccc23)cc1
  -3	2	-1	-2	1	2	-7	-0.9
- CC(/C=C/c1ccco1)=N\NC(=O)c1cc(C)[nH]n1
  -4	15	-1	18	-8	-4	-6	0.5
- NCCCC[C@H]1CNC(=S)N1CCCCC1CCCCC1
  -2	-5	25	-1	1	23	-11	0.5
- COc1ccc(C=O)cc1OC1C=CCCC1 (centres undefined)
  -1	3	4	-5	0	-7	-5	0.4
- O=C(COC(=O)c1ncc(Cl)c(Cl)c1Cl)NC1CCCCCC1
  -14	21	-1	2	-2	-8	-1	-0.4
- CCC(C)n1c(=N)c(C#N)cc2c(=O)n3cccc(C)c3nc21 (centres undefined)
  9	-1	1	1	-2	-3	-3	-0.5
- COC(=O)c1ccccc1NC(=O)C1CCN(S(=O)(=O)c2cc(C)ccc2OC)CC1
  2	-5	0	-5	-11	2	9	0.6
- CCOc1ccccc1C(=O)OCC(=O)Nc1cc(S(=O)(=O)N2CCOCC2)ccc1C
  -6	-4	-1	-10	1	10	-4	-1.8
- COc1ccc(NC(=O)CCCC(=O)c2ccccc2)cc1
  5	4	32	7	-5	-6	-4	0.6
- COc1ccc(NC(=O)CN2C(=O)NC(C)(c3ccc4c(c3)OCO4)C2=O)cc1S(N)(=O)=O (centres undefined)
  -6	6	-6	-5	2	2	4	-3.0
- CCOc1ccc(Nc2oc(-c3ccco3)nc2C#N)cc1
  -10	2	-21	-5	-1	9	1	-3.4
- O=C(CCn1c2c(c3ccccc31)CCCC2)NNC(=O)c1cccc([N+](=O)[O-])c1
  -8	-3	3	-6	1	4	-8	2.4
- CC(=O)c1c(COC(=O)c2ccccc2Cl)nc2ccccc2[n+]1[O-]
  -11	5	6	-4	2	17	-3	0.3
- O=C(Nc1ccc(N=Nc2ccccc2)cc1)c1cccc(Cl)c1
  7	5	-5	0	26*	16	-8	19
- O=C(CC1SC(N2CCCC2)=NC1=O)Nc1ccc(C(=O)NCc2ccc(F)cc2)cc1 (centres undefined)
  -7	-1	0	-7	-2	2	-2	0.0
- O=C(CSc1nc2ccccc2o1)N1c2ccccc2Sc2ccccc21
  8	0	11	-1	1	17	12	2.1
- O=C(Nc1cccc(-c2nnc(-c3ccco3)o2)c1)c1ccccc1
  -7	-2	-33	-5	-3	-4	-4	-0.1
- Cn1cc(C(=O)NCCN2CCN(c3cccc(Cl)c3)CC2)c2c3ccccc3n(C)c2c1=O
  -3	-1	2	-7	-1	-5	-3	0.9
- CC(C)[C@@H]1CN=C(N)N1C[C@@H]1CCCN1C[C@H](C)N1C[C@@H](Cc2ccccc2)N(CCc2ccc(Cl)c(Cl)c2)C1=N
  4	-2	-1	-1	-3	0	-11	-1.8
- Cc1nn(-c2ccccc2)c(N2CCCCC2)c1/C=N/O
  4	-4	2	-10	-13	8	7	2.6
- CC(C)CC(OC(=O)c1ccc(Cl)nc1)C(=O)NC1CCCC1 (centres undefined)
  8	1	56*	-4	-2	19	1	0.0
- O=C(O)c1cccc(N2C(=O)c3ccc(Oc4ccc(Cl)cc4)cc3C2=O)c1
  -7	21	8	-6	1	-2	-2	0.2
- Cc1cc(-n2cnnn2)cc(C)c1S(=O)(=O)NCCOc1ccccc1
  -7	0	3	3	3	8	-3	-0.2
- COc1ccccc1NC(=O)COC(=O)C1CC1
  -1	-1	1	-4	-1	-8	-7	0.6
- Cn1c(=O)c(C(=O)CSc2ccccc2)c(N)n(Cc2ccccc2)c1=O
  14	-3	-4	-5	0	11	4	-0.5
- Cn1c(N)c(C(=O)COC(=O)CCc2ccccc2)c(=O)n(C)c1=O
  5	6	-4	1	0	-8	-10	-0.8
- COc1cccc(CNC(=O)COC(=O)c2ccc(C(=O)c3ccccc3)cc2)c1
  -4	1	-1	-4	1	11	-4	0.9
- CC1CN(C(=O)COC(=O)c2cc(Cl)ccc2Cl)CC(C)O1 (centres undefined)
  2	2	3	-3	-2	10	-9	-1.1
- COc1ccc(CC(=O)O)cc1O
  -10	-4	-10	-3	-1	3	-14	0.4
- CCOC(=O)C1CCN(C(=O)c2ccc3snnc3c2)CC1
  -27	-17	2	-6	1	-20	10	-2.0
- COc1ccc(NC(=O)c2c(C(F)(F)F)nn(C)c2SCc2ccccc2)cc1
  8	-2	6	-8	0	15	6	8.3
- CN(C)/C=C/C(=O)c1ccc(Oc2ncccn2)cc1
  5	-2	-12	-2	0	12	-2	0.4
- COC(=O)c1sccc1-n1cccc1C(=O)NCc1ccccc1
  7	-1	1	-5	-2	-5	-9	0.4
- CCOC(=O)c1c(NC(=O)CN(CC)CC)sc2c1CCN(C(=O)OCC)C2
  7	-1	-12	-3	-1	16	15	1.4
- O=C(CSc1ccc(-c2ccco2)nn1)NCc1ccccc1
  -1	6	-3	-3	0	2	5	1.1
- CC(=O)c1c(C)[nH]c(C(=O)NC2CCSc3ccccc32)c1C (centres undefined)
  -3	-3	-14	-9	1	-1	4	-0.8
- CCCCNc1nc2sc3c(c2c(=O)n1-c1cccc(Cl)c1)CCN(C)C3
  4	-1	17	-3	1	5	-2	2.1
- COc1cccc(C(=O)Nc2ccc(N3CCN(C(=O)c4ccco4)CC3)cc2)c1
  6	-5	10	-4	-9	13	-10	-1.2
- O=C1N[C@@H](Cc2cn(S(=O)(=O)c3ccc([N+](=O)[O-])cc3)c3ccccc23)C(=O)N[C@H]1Cc1ccccc1
  -7	-1	-9	-8	1	-7	-5	0.7
- COc1ccc(NC(=O)CN2C(=O)NC(c3ccccc3)(c3ccccc3)C2=O)cc1
  3	0	-20	-6	1	-11	6	1.1
- COC(=O)c1ccc(C(=O)OC)c(NC(=O)CSc2cccc[n+]2[O-])c1
  12	3	7	1	1	22	5	-1.0
- Cc1c(CCC(=O)O)c(=O)oc2cc(OCc3cccc(F)c3)ccc12
  8	-3	2	-9	-5	3	-14	0.1

Next part.
Below each SMILES: CXCR6 inh	A3A deaminase	Gli-Sufu block	A3G deaminase	GRIN3A LBD mod	CCR6 antagonist	EBI2 block	MPTP inh
- COc1ccc(NC(=O)C(=O)NCC(c2ccco2)N2CCc3ccccc3C2)cc1OC (centres undefined)
  3	4	0	-4	0	10	12	-1.0
- Cc1nc(SCC(=O)Nc2c(C)n(C)n(-c3ccccc3)c2=O)nc(C)c1C
  3	-4	3	-3	-1	-3	-1	-1.1
- CCCNC(=O)N1CCN(C(c2ccccc2)c2ccccc2)CC1
  3	-1	7	-2	-2	4	0	-0.7
- COCCCN1C(=O)C(O)=C(C(C)=O)C1c1ccccn1 (centres undefined)
  -11	-2	1	-4	0	-4	-2	-2.0
- CCOC(=O)C(Sc1nnc(-c2ccncc2)o1)C(C)=O (centres undefined)
  4	-1	2	-5	-2	-7	1	0.6
- O=C(Cc1cc(=O)[nH][nH]1)N/N=C/C=C/c1ccccc1
  -11	-3&0	2	-4&-2	-2	-9	7	-9.0
- CC(C)OCCCn1c(SC(C)C(=O)NC2CC2)nc2ccccc2c1=O (centres undefined)
  4	-2	0	-9	-1	10	-3	-0.9
- O=C(c1ccco1)N1CCN(c2ncnc3c(-c4ccccc4)nsc23)CC1
  -12	-3	-55	-5	1	9	6	3.6
- CC[C@@]1(C(=O)OC)N[C@H](CN(C)C(=O)Nc2ccc(C(F)(F)F)cc2)[C@@H]2C(=O)N(Cc3ccccc3)C(=O)[C@@H]21
  4	0	4	1	-10	-5	12	0.6
- COc1ccc(C(=O)NC2c3ccccc3-c3ccccc32)cc1
  2	-2	-8	-6	0	19	-13	2.8
- Cc1cc(C)c(C#N)c(N2CCCC(C(N)=O)C2)n1 (centres undefined)
  1	-1	1	-2	1	-11	0	0.4
- CO/N=C/NC(=O)c1c(OC)ccnc1Oc1ccc(F)cc1
  -6	-5	-2	-8	0	1	-9	0.5
- Cn1ccnc1C(=O)c1ccc(NN)c([N+](=O)[O-])c1
  9	-1	-2	0	-2	14	8	0.0
- COc1ccc(C(=O)C(C)Oc2cccc(NC(=O)c3cccc([N+](=O)[O-])c3)c2)cc1 (centres undefined)
  -8	1	-6	0	1	18	15	9.3
- COc1ccc(Cc2nnc(NC(=O)c3ccccc3F)s2)cc1OC
  15	-4	3	-5	-1	0	-2	-0.8
- O=C(NCc1ccccc1)C1Nc2ccc(OC(F)(F)F)cc2C2C=CCC12 (centres undefined)
  -7	1	-4	-1	-2	7	-1	1.5
- Cn1ncc(N=Cc2ccccc2[N+](=O)[O-])c1C(N)=O
  -14	-3	1	-9	1	4	-1	0.1
- CC(NCc1cc(Br)ccc1OCC(N)=O)C12CC3CC(CC(C3)C1)C2 (centres undefined)
  2	-4	25	-10	0	10	6	-0.4
- Cc1ccc2[nH]c(C)c(CC(=O)NCc3ccccc3)c2c1
  -4	-4	4	0	0	6	-4	-0.2
- CCN(Cc1ccccc1)C(=O)CCNS(=O)(=O)c1cc(Br)cnc1N
  13	-2	-4	-1	-1	23	1	1.4
- Cc1cnc(C(=O)OCC(=O)NC2CCCCCCC2)cn1
  -4	1	-18	1	-5	-3	-9	0.3
- CCCCNC(=O)C(C#N)c1nc2ccccc2nc1N1CCN(c2ccccc2F)CC1 (centres undefined)
  8	-4	1	-5	5	3	33	1.4
- CC(C)(C)OC(=O)C[C@@H]1C/C=C\C[C@@H](CC(=O)N[C@@H](CO)Cc2ccccc2)C(=O)NCCOC1=O
  -1	-3	31	-5	1	-1	2	-0.6
- Cn1c2ccccc2c2nnc(SCC(=O)Nc3cccc(C(=O)O)c3)nc21
  2	-2	x	-4	4	11	8	0.3
- Cc1ccc(S(=O)(=O)N(CC(=O)NCc2ccccc2Cl)C(=O)N2CCN(C)CC2)cc1
  2	-3	-13	-8	2	16	0	-3.3
- COc1cccc(-n2c(=O)c3ccccc3n(CC(=O)NCC3CCCO3)c2=O)c1 (centres undefined)
  -7	-2	-11	-8	-2	-4	5	-0.9
- O=C1NC[C@H](Cc2ccccc2)N(CC2CCN(CC3CCCC3)CC2)C1=O
  2	x	15	x	1	5	-7	0.5
- Cc1ccc(C(C)n2cc(C(=O)NCc3cccnc3)nn2)cc1 (centres undefined)
  -2	1	0	0	-1	8	-2	-7.8
- CCCCCOc1ccc(N2C(=O)CC(N(O)c3ccccc3)C2=O)cc1 (centres undefined)
  11	3	-33	1	-2	32	-8	0.4
- CC(CN1CCC(n2nccc2NC(=O)C2CCCC2)CC1)c1ccccc1 (centres undefined)
  4	0	9	-6	5	17	-12	0.1

Quoted from above (two entries):
Below each SMILES: CXCR6 inh	A3A deaminase	Gli-Sufu block	A3G deaminase	GRIN3A LBD mod	CCR6 antagonist	EBI2 block	MPTP inh
- COc1ccc(NC(=O)CSc2nnc(-c3cccc(O)c3)o2)cc1
  -2	-3	5	-8	14*	0	-14	-1.0
- CC(=O)Cn1ncc(N2CCOCC2)c(Br)c1=O
  1	-4	-8	-9	-1	-10	-13	-0.1
